MOR-DOR ag: agonists of OPRM1-OPRD1 heterodimerization, primary screen, cell-based, luminescence | Mu-type opioid receptor (Homo sapiens) + Delta-type opioid receptor (Homo sapiens), … | cells | activation, % at 9.3 µM | 340,000 tested, 0.3% active; in the data active = activation above about 18%;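 also: 0% = vehicle-treated cells and 100% = reference agonist; values of inactives mirror those of a sister screen read the other way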
HTR5A inv ctr: HTR5A inverse agonists in luminescence cell assay, primary screen, counter-screen for OPRM1-OPRD1 heterodimer inverse agonist project, full-deck HTS | HTR5A cell line, inverse agonism | inhibition, % at 9.3 µM | 340,000 tested, 0.083% active | AID 504634, 2011; in the data active = inhibition mostly above about 23%, no sharp cut-off; inactive = mostly below about 18%;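 also: 0% = cells with DMSO and 100% = no-cell wells with DMSO; some compounds called inactive have numbers as strong as hits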
AddAB inh: growth inhibition of E. coli expressing H. pylori AddAB, primary screen, AddAB inhibitor project, absorbance; inhibition, % at 11.9 µM; AID 435030, 2010; 330,000 tested, 0.29% active; in the data active = inhibition above about 12%;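 also: 0% = vehicle wells of infected cells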
PfHsp90 yeast 2: growth inhibition of PfHsp90-expressing yeast, primary screen, antimalarial PfHsp90 inhibitor project, S. cerevisiae, BacTiter-Glo luminescence, single point, set 2 | AID 504621, 2011 | 310,000 tested, 0.32% active | BacTiter-Glo ATP, 48 h; yeast lacking PDR1 and PDR3 efflux regulators | inhibition, % at 9.4 µM;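 active = every replicate shows inhibition above about 80%, whatever the replicate mean, limit read from the data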;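 also: 0% = DMSO neutral controls and 100% = 20 µM radicicol positive controls; yeast relying on Plasmodium falciparum Hsp90 in place of its own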
HTR5A ag: HTR5A agonists in luminescence cell assay, primary screen, counter-screen for OPRM1-OPRD1 heterodimer agonist project, full-deck HTS; cell-based; 340,000 tested, 0.61% active; AID 504692, 2011; activation, % at 9.3 µM; 5-hydroxytryptamine receptor 5A (Homo sapiens), P47898; in the data active = activation mostly above about 9.5%, no sharp cut-off; inactive = mostly below about 7.6%;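 also: 0% = cells with vehicle only and 100% = reference agonist; strong numbers were not always called active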
phage Ecoli inh: growth loss of phage-infected E. coli, primary screen, RecBCD inhibitor project, absorbance, with phage, HTS | inhibition, % at 11.9 µM | 360,000 tested, 0.26% active; in the data active = inhibition above about 11%
Mot1-301 SUMO: yeast Mot1-301 growth rescue at high temperature, primary screen, SUMOylation pathway inhibitor project, S. cerevisiae, ATP luminescence, 38.5C | S. cerevisiae Mot1-301 growth rescue; percent above DMSO median, 100 means doubled | growth rescue, % at 18.8 µM | 320,000 tested, 1% active | AID 2716, 2010;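 active = every valid replicate shows activation above 250% relative to neutral control wells; inactive = the rest, any valid replicate at or below 250%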;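 also: OY570 slx delta 5 strain wells were the positive control but not used for scaling; some compounds called inactive have numbers as strong as hits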
MOR-DOR inv ag: inverse agonists of MOR-DOR heterodimerization, primary screen, cell-based, luminescence. cell-based MOR-DOR heterodimer luminescence, inverse agonism. inhibition, % at 9.3 µM. 340,000 tested, 0.21% active. AID 504357, 2011; in the data active = inhibition above about 22%, passing the limit was not always enough;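 also: 0% = cells with DMSO and 100% = wells without cells with DMSO; values of inactives mirror those of a sister screen read the other way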
E coli growth: E. coli V3065 growth inhibition, primary screen, counter-screen for AddAB inhibitor project, absorbance, OD600 | inhibition, % at 11.9 µM | AID 449728, 2010 | 18 h | 330,000 tested, 0.27% active;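 active = inhibition above the campaign's mean inhibition across all tested compounds plus 3 SD, cut at about 9.9% in these data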;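 also: uninfected addAB+ strain grown without phage in ampicillin broth; 0% = DMSO wells and 100% = ciprofloxacin 0.95 µg/ml wells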
PKA-R1A act: activators of PKA-R1A holoenzyme, primary screen, biochemical, fluorescence polarization, Cy5-IP20, bovine R1A, mouse PKAc. 340,000 tested, 0.083% active. AID 504707, 2011. cAMP-dependent protein kinase type I-alpha regulatory subunit (Bos taurus) + …. activation, % at 11.4 µM. PKA-R1A dissociation; scaled: DMSO 0%, 113 µM cGMP 100%;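 active = percent activation above the mean of all tested compounds plus 3 SD, cut at about 19% in these data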;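 also: higher means more PKAc released from R1A so a rise in polarization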
DSG3 Ab inh: inhibitors of pemphigus antibody binding to DSG3, primary screen, biochemical, bead-based, flow cytometry, scFv-GFP | Desmoglein-3 (Homo sapiens), P32926 | DSG3-coupled beads, scFv-anti-DSG3-GFP binding; active compounds read low | binding (percent of control), % at 10 µM | 310,000 tested, 0.48% active | AID 588358, 2011;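 active = binding more than 3 SD below its plate's average and above zero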;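 also: hits lower antibody fragment binding to DSG3; some compounds called inactive have numbers as strong as hits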
Target sequence (P32926 whole entry, looked up, the tested form may be a part): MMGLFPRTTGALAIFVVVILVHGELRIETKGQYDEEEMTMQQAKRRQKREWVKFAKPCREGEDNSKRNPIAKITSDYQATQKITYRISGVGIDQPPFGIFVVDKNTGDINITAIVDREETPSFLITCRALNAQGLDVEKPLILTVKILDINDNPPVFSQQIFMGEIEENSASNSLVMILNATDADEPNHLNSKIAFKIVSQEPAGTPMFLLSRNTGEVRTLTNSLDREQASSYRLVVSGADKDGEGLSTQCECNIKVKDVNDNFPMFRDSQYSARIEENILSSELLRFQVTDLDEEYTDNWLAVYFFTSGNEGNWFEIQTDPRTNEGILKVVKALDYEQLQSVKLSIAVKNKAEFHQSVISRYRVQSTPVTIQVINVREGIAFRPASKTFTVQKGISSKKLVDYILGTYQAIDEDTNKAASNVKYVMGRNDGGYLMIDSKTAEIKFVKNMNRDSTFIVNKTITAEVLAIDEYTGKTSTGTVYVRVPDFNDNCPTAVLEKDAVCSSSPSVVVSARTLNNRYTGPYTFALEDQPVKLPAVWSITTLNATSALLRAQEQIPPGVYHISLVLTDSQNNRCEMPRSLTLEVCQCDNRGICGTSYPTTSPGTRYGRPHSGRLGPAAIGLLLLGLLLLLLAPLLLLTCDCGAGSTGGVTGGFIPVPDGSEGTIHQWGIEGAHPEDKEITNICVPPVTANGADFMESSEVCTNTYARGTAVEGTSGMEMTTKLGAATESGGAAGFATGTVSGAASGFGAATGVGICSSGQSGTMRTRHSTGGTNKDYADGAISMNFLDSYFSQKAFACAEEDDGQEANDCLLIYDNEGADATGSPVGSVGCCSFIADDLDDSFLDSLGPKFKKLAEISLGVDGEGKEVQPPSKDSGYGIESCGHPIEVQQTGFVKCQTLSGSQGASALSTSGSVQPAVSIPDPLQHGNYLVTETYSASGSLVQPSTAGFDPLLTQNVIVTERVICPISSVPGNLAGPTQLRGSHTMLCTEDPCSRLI
* = called active by the depositor; . = not tested or not shown.

compound	MOR-DOR ag	HTR5A inv ctr	AddAB inh	PfHsp90 yeast 2	HTR5A ag	phage Ecoli inh	Mot1-301 SUMO	MOR-DOR inv ag	E coli growth	PKA-R1A act	DSG3 Ab inh
Cc1ccc(S(=O)(=O)c2c(COC(=O)c3ccccc3Cl)c(-c3ccccc3)nn2C)cc1	-1.7	-3.3	-1.3	-6.2	1.2	3.3	-7.6	9.5	0.3	-4.8	.
O=C(NCCCn1ccnc1)C(=O)c1c[nH]c2ccccc12	0.2	-19.7	6.0	46.5	2.3	0.8	14.7	-0.9	1.2	-2.6	86.9
O=C(c1nnc(Cc2ccc(Cl)cc2)o1)N1CCc2ccccc2C1	-1.4	-11.6	-0.6	-20.5	4.1	4.8	20.5	7.2	2.4	-5.3	97.7
COc1ccc(-c2nc3ccc([N+](=O)[O-])cc3[nH]2)cc1	1.3	-14.4	1.1	5.8	3.6	3.0	24.5	-6.8	3.6	-5.9	.
COc1ccccc1NC(=O)CCN1C(=O)c2ccccc2C1=O	-1.3	3.5	-0.7	-14.0	-0.9	1.8	9.8	5.6	-0.5	-4.8	99.0
CC(C)N(C(=O)Cn1cc(S(=O)(=O)CC(=O)Nc2ccccc2)c2ccccc21)C(C)C	-2.3	14.2	-1.0	5.5	7.8	0.3	4.4	12.6	-1.1	-10.0	106.3
Cc1ccc(S(=O)(=O)Nc2ccc(N(C)C)cc2)cc1	2.0	6.6	2.6	13.3	-2.6	4.7	9.2	-11.4	-1.8	-5.1	98.7
CCSc1ccc(-c2cccc([N+](=O)[O-])c2)nn1	-1.0	0.0	1.4	-12.8	0.0	-0.8	-4.4	4.6	-1.6	-3.7	.
COc1ccc(O)c(-c2c(-c3ccc(Cl)cc3)n[nH]c2C)c1	1.6	11.0	1.6	22.1	2.4	3.0	291.4	-7.7	0.4	-8.8	104.8
CC(C)(C)C(=O)Oc1ccc2cc(-c3ccc4ccccc4n3)c(=O)oc2c1	-0.6	19.5	0.5	-26.3	0.4	3.9	-16.8	3.2	2.3	-0.9	132.1
Cc1ccc(S(=O)(=O)N2CCN(C(=O)CSc3nnc(-c4ccco4)o3)CC2)cc1	-1.4	-9.0	0.3	2.8	1.1	1.2	-16.9	8.6	-1.8	-0.6	.
Cc1ccc(SCCNC(=S)Nc2ccc(C)cc2C)cc1	-1.7	-15.9	2.7	-25.2	6.1	2.8	16.0	8.6	0.9	0.2	93.7
O=C(CSc1ccccc1C(=O)O)NC1CCCCCC1	-1.0	-13.6	-1.5	-1.2	1.3	2.7	-2.4	5.4	-2.5	-4.2	93.3
Cc1ccc(C)c(Cn2c(CN(C)Cc3ccccc3)nc3c2c(=O)n(C)c(=O)n3C)c1	4.1	-21.2	-1.3	18.0	4.0	2.7	39.9	-23.9	0.2	-8.2	105.8
CN(CC1CCCN(CCc2ccc(F)cc2)C1)C(=O)CCC(F)(F)F (centres undefined)	-3.1	0.2	3.5	3.3	-0.1	0.5	-9.1	15.1	-0.2	-5.9	100.2

(next part)
compound	MOR-DOR ag	HTR5A inv ctr	AddAB inh	PfHsp90 yeast 2	HTR5A ag	phage Ecoli inh	Mot1-301 SUMO	MOR-DOR inv ag	E coli growth	PKA-R1A act	DSG3 Ab inh
CCC/C=C(\CCC)C(NC(=O)Cc1ccccc1)c1ccc(C(=O)OC)cc1 (centres undefined)	2.4	-35.0	4.1	-11.8	11.9	.	-14.4	-13.7	0.0	13.4	73.2
O=C(Cc1cccs1)NCCSc1c(-c2ccc(Cl)cc2)[nH]c2ccccc12	2.5	-37.9	3.0	-21.5	-0.9	2.5	1.2	-13.8	-0.4	-5.3	102.1
FC(F)(F)c1cccc(NC(=S)N2CCCC2)c1	0.0	3.4	1.0	-21.3	-0.9	.	115.8	0.2	-0.9	-0.2	98.1
Cc1c(N)cccc1-c1nc2ccccc2[nH]1	-1.4	19.0	1.1	26.1	-5.4	2.7	-0.4	7.3	-1.6	9.8	96.9
CCN(C[C@H]1N[C@@](C)(C(=O)OC)[C@H]2C(=O)N(C)C(=O)[C@@H]12)C(=O)Nc1ccc(F)cc1	-1.5	-9.0	3.4	16.1	2.4	0.7	-13.5	7.2	0.9	-2.5	91.7
CCOc1ccc(NS(=O)(=O)c2ccc(C(=O)NCC(c3ccco3)N(C)C)cc2)cc1 (centres undefined)	1.9	-1.4	-0.5	12.3	0.5	1.2	12.7	-12.8	0.4	4.3	103.8
CC(NC(=O)c1csc2ccccc12)C1CCCO1 (centres undefined)	-1.2	3.7	1.7	-1.5	-1.8	2.6	97.1	6.6	2.1	6.2	102.6
CCOC(=O)/C=C/C(=O)Nc1ccccc1C(=O)NC1CCCCC1	-0.2	-2.3	1.8	-7.8	0.7	4.0	-13.3	0.8	0.5	-4.3	101.8
Cc1cc(Br)ccc1NC(=S)Nc1cccc([N+](=O)[O-])c1	1.4	-14.1	0.6	-8.6	5.6	3.3	1.1	-7.6	1.0	-6.2	117.7
CC1CC(C)CN(S(=O)(=O)c2cccc(C(=O)N3C(=O)c4cccc(N)c4C3=O)c2)C1 (centres undefined)	-3.9	-28.7	0.1	-3.8	2.1	0.3	-19.2	20.9	0.5	-0.7	73.7
Oc1ccc(N=Nc2ccc3ccccc3c2)cc1	7.2	25.8	3.3	107.8*	-7.0	2.4	262.8	-34.7	2.9	-12.4	92.7
CCNC(=O)Nc1ccc(OC)cc1OC	3.5	-17.7	5.7	.	6.6	1.8	-0.2	-24.9	1.0	0.6	87.4
O=C(O)CN1C(=O)/C(=C2\SC(=S)N(C(Cc3ccccc3)C(=O)O)C2=O)c2ccccc21 (centres undefined)	1.0	-4.3	0.5	10.3	1.6	0.5	5.5	-5.1	-0.3	-2.9	105.4
COC(=O)c1cn(C(=O)c2cc(C)cc(C)c2)c2ccccc12	-0.3	3.8	2.1	4.9	-1.4	7.0	-6.9	1.4	1.9	2.1	103.4
OC(CN1CCN(c2ccccc2)CC1)c1c[nH]c2ccccc12 (centres undefined)	0.3	2.3	1.2	-6.8	2.1	3.5	-16.4	-1.8	0.2	-16.4	98.5

Other records
compound	MOR-DOR ag	HTR5A inv ctr	AddAB inh	PfHsp90 yeast 2	HTR5A ag	phage Ecoli inh	Mot1-301 SUMO	MOR-DOR inv ag	E coli growth	PKA-R1A act	DSG3 Ab inh
COc1ccc(/C=C/c2nc(S(=O)(=O)c3ccccc3)c(N(C)C)o2)cc1OC	-1.8	-3.7	1.7	-3.8	-2.4	1.1	-18.5	9.8	0.4	-7.7	.
CN(C)C(CNC(=O)c1cc(S(=O)(=O)N(C)Cc2ccccc2)ccc1Cl)c1ccco1 (centres undefined)	-2.1	-11.7	-1.0	-19.9	1.4	0.8	3.3	10.3	-0.8	-8.3	105.6
C[C@H](CO)N1C[C@H](C)[C@@H](CN(C)Cc2ccc(-c3ccccc3)cc2)Oc2c(NC(=O)Nc3ccc(C(F)(F)F)cc3)cccc2C1=O	0.3	9.2	-0.4	-3.4	3.3	0.5	-1.5	-2.0	2.5	-1.7	104.4
O=C(NC(=S)N1CCc2ccccc21)c1ccccc1	-3.1	1.3	-3.6	21.9	-1.8	-3.1	-6.5	17.1	-4.4	-7.0	100.9
Nn1c(SCC(=O)NCC2CCCO2)nnc1-c1cc(Cl)ccc1Cl (centres undefined)	0.3	1.7	.	3.2	-0.6	2.7	.	-2.2	.	1.2	92.0
COc1ccc(/C=N/n2cnnc2)cc1COc1ccccn1	-1.5	-4.6	3.0	-46.2	-0.7	3.6	3.5	8.2	1.7	-8.3	102.5
O=C(NCC(c1ccco1)N1CCCC1)c1ccccc1F (centres undefined)	-2.4	0.6	-0.5	-2.0	-0.2	3.5	-21.4	10.3	-0.3	-2.5	112.3
COc1ccc(-c2cc(C(=O)N/N=C/c3sccc3C)c3ccccc3n2)c(OC)c1	-2.2	-35.3	0.3	14.3	0.0	1.1	3.0	11.7	-0.2	-1.1	.
Cc1ccccc1NC(=S)N(Cc1cccnc1)Cc1ccco1	-1.9	-8.6	0.2	10.7	3.4	3.7	321.5	9.9	1.5	-7.2	98.1
Cc1ccc(S(=O)(=O)N2CCOCC2)cc1C(=O)NCc1ccccn1	0.3	10.8	0.1	-6.2	6.5	3.2	.	-1.2	0.2	8.1	109.8
N#C/C(=C\c1ccc(F)c(Br)c1)C(=O)NC1CC1	-2.1	0.7	0.1	33.9	-0.3	1.4	-15.4	8.7	0.6	-3.7	109.9
Cc1c(C)c2ccc(O[C@@H]3O[C@H](CO)[C@H](O)[C@H](O)[C@H]3O)cc2oc1=O	-1.9	-10.7	.	-13.1	2.8	1.0	-12.1	11.2	.	0.8	140.4
Cc1cc(C)n2[nH]c(=O)c(N=Nc3cccc(Cl)c3)c2n1	-2.2	17.8	1.3	10.2	-2.6	-0.2	-13.7	13.3	1.0	-3.7	94.2
CC1(C)Cc2cccc(Oc3ccc(S(=O)(=O)N4CCCC4)cn3)c2O1	-1.4	-2.9	-0.2	-13.6	1.1	2.8	4.4	7.4	-1.3	2.3	103.0
CCOc1cc(/C=N/NC(=O)CN2CCCCC2)ccc1OCc1ccccc1	2.9	12.6	-3.3	8.9	2.5	1.3	-3.3	-16.6	-0.6	8.1	115.3

(listing goes on)
compound	MOR-DOR ag	HTR5A inv ctr	AddAB inh	PfHsp90 yeast 2	HTR5A ag	phage Ecoli inh	Mot1-301 SUMO	MOR-DOR inv ag	E coli growth	PKA-R1A act	DSG3 Ab inh
OCC1OC(n2ccc3c(SCc4ccccc4)ncnc32)C(O)C1O (centres undefined)	-0.5	-4.6	.	-21.3	1.2	3.8	.	2.7	.	-1.3	94.3
COC(=O)c1c(C(=O)OC)c(-c2cccc(Cl)c2)n2c1CS(=O)(=O)C2	-1.4	-2.3	0.2	-1.2	0.7	1.3	-18.0	6.1	1.4	-8.4	102.8
O=C(OCc1nnc(-c2ccccc2)o1)c1ccc2c(c1)OCO2	-1.2	-9.6	0.4	-27.4	1.4	4.6	0.4	6.3	0.1	16.5	104.4
COc1ccc(N(C(=O)c2ccco2)C(C(=O)NC2CCCC2)c2ccncc2)cc1 (centres undefined)	-2.8	3.3	4.4	-17.2	-5.3	-1.4	-15.7	17.4	2.5	-3.2	97.8
CCCCSc1nnc(-c2cc(Br)ccc2N)c(=O)[nH]1	-3.4	24.4	0.3	13.0	4.3	-1.2	285.3	18.3	-1.4	-6.3	.
CCOC(=O)c1ccc(Nc2nc(=O)c3cccnc3s2)cc1	-1.0	-23.6	-0.7	.	-2.3	3.5	31.9	5.4	-2.0	-16.5	104.3

Source: PubChem BioAssay (several laboratories)
